Screening data (PubChem)
M. tuberculosis HTS = M. tuberculosis growth inhibition, HTS (AID 449762); 330,000 compounds, 0.59% hits; M. tuberculosis H37Rv growth inhibition, 7H9 media; higher % means a stronger effect; inhibition, % at 25 µM, or IC50 in µM where a hit was titrated; in the data active = a potency from the dose series; inconclusive = inhibition above about 70% without an active follow-up result;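 also: bacterial growth assessed after seven days of incubation; strong numbers were not always called active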
PhoP GFP inhibition = Inhibition of PhoP regulon, Salmonella typhi GFP reporter cells, confirmation, 4 h (AID 1850); Salmonella Typhi PhoP-promoter GFP reporter, fluorescence, 4 h; higher % means a stronger effect; 310,000 compounds, 0.33% hits; inhibition, % at 50 µM; hits with a dose series show IC50 in µM; in the data active = a potency from the dose series; inconclusive = inhibition mostly from about 25% at the one dose, without a potency; inactive = the rest, 99 in 100 with inhibition below about 19%;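 also: 0% = induced wells with vehicle and 100% = uninduced wells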
inhibitors of VEEV = inhibitors of VEEV TC-83 cytopathic effect, confirmation, Vero cells (AID 588727); Vero cells, VEEV TC-83 cytopathic effect inhibition; higher % means a stronger effect; inhibition, % at 20 µM; hits with a dose series show IC50 in µM; 350,000 compounds, 0.13% hits; in the data active = a potency from the dose series; inconclusive = inhibition mostly from about 14% at the one dose, without a potency; inactive = the rest, 99 in 100 with inhibition below about 12%; also: strong numbers were not always called active
tuberculosis growth = growth inhibition of non-replicating M. tuberculosis (AID 488890); Mycobacterium tuberculosis non-replicating, growth inhibition; higher % means a stronger effect; one-dose inhibition, % at 25 µM; IC50 in µM for titrated hits; 320,000 compounds, 0.39% hits; in the data active = a potency from the dose series; inconclusive = inhibition mostly from about 82% at the one dose, without a potency; inactive = the rest, 99 in 100 with inhibition below about 76%;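 also: plate controls were DMSO cells for no effect and high antibiotic wells for full effect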
influenza NS1A = NS1A inhibition, H1N1 influenza, cell based functional assay (AID 504329); one-dose inhibition, % at 12.5 µM; IC50 in µM for titrated hits; NS1A functional cell-based assay, percent inhibition; higher % means a stronger effect; 340,000 compounds, 0.3% hits; in the data active = a potency from the dose series; inconclusive = inhibition above about 27% without an active follow-up result; also: strong numbers were not always called active
inhibitors of VEEV 10K pilot screen = second read-out of inhibitors of VEEV, no call of its own (marks repeat the call); inhibition, %; measured here: 10K pilot screen inhibition
Active calls of the source: *; i = inactive; ? = inconclusive; nt = no result given.

SMILES	M. tuberculosis HTS	PhoP GFP inhibition	inhibitors of VEEV	tuberculosis growth	influenza NS1A	others
COc1ccccc1OCc1ccc(C(=O)N2CCN3CCCC3C2)cc1 (centres undefined)	2.0%	-4.0%	1.0%	4.5%	2.5%	inhibitors of VEEV 10K pilot screen=2.5
Cc1cccc(C)c1NC(=O)COC(=O)Cc1ccsc1	6.2%	-8.2%	0.4%	-27.5%	-11.0%
CN(Cc1ccccc1)S(=O)(=O)c1ccc2c(c1)n(C)c(=O)n2C	-2.9%	-8.3%	i	-25.6%	-1.3%
Cc1cccc2cc(CN(Cc3nnnn3Cc3ccco3)C3CCCC3)c3nnnn3c12	0.5%	-4.2%	5.1%	42.2%	0.0%
Cc1cc(C)c(S(=O)(=O)/N=C2\C=C(NS(=O)(=O)c3ccccc3)C(=O)c3ccccc32)c(C)c1	1.5%	-1.0%	i	28.5%	0.5%
COCCNC(=S)N(CCc1c(C)[nH]c2ccc(F)cc12)Cc1ccc(C)cc1	6.3%	4.3%	3.5%	6.9%	-1.1%
Cc1cc(C)c(C#N)c(OCC(=O)c2ccccc2)n1	-13.1%	4.4%	0.5%	-4.9%	1.3%
CCOC(=O)C1CCCN(C(=O)COc2ccc(C(=O)c3ccccc3)cc2)C1 (centres undefined)	nt	nt	3.3%	nt	-3.6%
CC(Oc1ccc(F)cc1)C(=O)Nc1ccccc1N1CCCCC1 (centres undefined)	-18.6%	-3.2%	3.7%	7.9%	-7.0%
O=[N+]([O-])c1ccc2c(c1)C(N1CCOCC1)/C(=C/COc1ccc(F)cc1)O2 (centres undefined)	-3.9%	-0.6%	4.4%	-12.7%	-5.3%
COc1ccc(OCC(=O)NNC(=O)c2cccc(C)c2)cc1	-1.7%	-8.5%	2.0%	62.6%	3.3%
O=C(C1CCN(CCc2ccccc2)CC1)N1CCOCC1	nt	nt	1.7%	nt	2.6%
O=C(NCc1ccc(CNC(=O)c2ccco2)cc1)c1ccco1	-2.0%	2.8%	1.9%	2.8%	-8.0%
C=CC[C@@H](CC(=O)NCCO)C(=O)N[C@H](COC(=O)[C@H](CC=C)CC(=O)OC(C)(C)C)Cc1c[nH]c2ccccc12	-0.5%	nt	i	31.1%	11.0%
CN(CC(=O)Nc1ccc(Cl)c(Cl)c1)C(=O)CN1C(=O)NC2(CCCC2)C1=O	-1.6%	-6.0%	1.6%	-15.3%	-9.9%
COc1ccc(OC)c(N(C(=O)c2ccco2)C(C(=O)NC2CCCC2)c2ccc(N3CCOCC3)cc2)c1 (centres undefined)	-0.5%	8.9%	0.9%	6.3%	-1.4%
COC(=O)CSc1nnc(COc2ccc3ccccc3c2)o1	-6.4%	-3.4%	0.2%	?	3.9%
C=CCOc1cccc(C(=O)N(C)C2CCCN(Cc3ccccc3F)C2)c1 (centres undefined)	-0.3%	4.2%	0.9%	9.7%	-4.4%
O=C1c2ccccc2-c2nc3ccccc3nc21	?	0.3%	1.9%	77.7%	6.8%
COc1ccc(Cl)cc1NC(=S)N1CC(C)OC(C)C1 (centres undefined)	-3.8%	-2.0%	4.3%	-10.9%	-5.0%
Cc1ccc(NC2CCCN(C(=O)c3ccc4nccnc4c3)C2)cc1C (centres undefined)	-3.1%	-3.7%	0.8%	1.1%	-15.3%
CCCn1c(NCc2ccco2)nc2ccccc21	-3.4%	-11.3%	2.4%	16.8%	-3.0%
O=C(COC(=O)CNC(=O)c1cccc([N+](=O)[O-])c1)Nc1nc2ccccc2s1	1.1%	0.2%	0.8%	-0.9%	7.8%
S=C(CN1CCCC1=S)N1CCOCC1	-6.8%	3.3%	2.8%	-9.9%	2.3%
COc1ccc(C(=O)CSc2nnc(C(CO)NC(=O)c3ccc(OC)cc3)n2C)cc1 (centres undefined)	3.4%	2.7%	0.7%	5.5%	-24.3%
CCc1ccc(NC(=O)C2CCCN(S(=O)(=O)c3cccnc3)C2)cc1 (centres undefined)	4.5%	4.0%	1.3%	23.7%	0.5%
Cc1cccc(Cl)c1OCCCN1CCOCC1	-0.2%	-0.3%	1.7%	4.2%	-5.5%
O=C(CCc1ccccc1)Nc1nncs1	-0.9%	-1.2%	i	-4.1%	-10.9%
CN(C)S(=O)(=O)c1ccc(C(=O)NCC(C)(C)N2CCOCC2)cc1	-0.9%	7.6%	0.2%	-3.7%	-9.5%
O=C(NCc1ccc(F)cc1)c1c2c(nc3ccccc13)CCN(Cc1ccccc1)C2	?	4.9%	0.8%	68.6%	-4.5%
CCCn1c(=O)c(C(=O)NNS(=O)(=O)c2ccc(C)cc2)c(O)c2ccccc21	-3.6%	-0.6%	3.0%	12.8%	-7.6%
CCOC(=O)c1cnc2sc3c(n2c1=O)CCCC3	-3.2%	2.2%	4.2%	1.9%	-1.3%
COc1ccc(CCNC(=O)COC(=O)Cn2cnc3ccccc32)cc1OC	-3.8%	-0.7%	0.1%	24.4%	-6.8%
S=C(c1ccc(-c2ccc(Cl)cc2Cl)o1)N1CCCC1	5.0%	1.9%	i	69.2%	nt
O=C(CSc1ccccc1)N1CCN(c2ccc(F)cc2)CC1	-5.8%	5.0%	i	74.9%	0.2%
c1ccc(C2c3ccccc3-n3nncc3CN2CC2CCCCC2)cc1 (centres undefined)	nt	nt	5.0%	nt	1.1%
COc1ccccc1C(=O)NC(=O)CSc1nnc(SC)s1	-6.5%	-1.6%	3.2%	-5.2%	-10.6%
COc1ccc(C2(NC(C)=O)CCN(Cc3cccnc3)CC2)cc1	-2.2%	-8.6%	0.1%	-1.3%	-4.4%
COC(=O)c1c(C(=O)OC)c(-c2cccc(F)c2)n2c1CS(=O)(=O)C2	-4.2%	-7.0%	i	-12.2%	-3.9%
CCOc1cc(NC(=S)NCCc2ccccc2)c(OCC)cc1NC(C)=O	-9.2%	6.7%	0.5%	0.2%	1.7%
COc1cccc(CN2CCN(C3CCN(c4ccccc4F)CC3)CC2CCO)c1 (centres undefined)	6.6%	0.2%	0.6%	39.6%	-5.5%
Cc1nn(-c2ccc([N+](=O)[O-])cc2)c2c1C(c1ccc(OC(F)F)cc1)N1C(=N2)C(=O)Nc2ccccc21 (centres undefined)	65.4%	-16.8%	4.0%	76.2%	1.0%
O=C(Nc1c2c(nn1-c1cccc(Cl)c1)CS(=O)(=O)C2)c1ccc2c(c1)OCO2	-9.6%	-13.6%	0.2%	-8.5%	0.6%
COc1ccccc1C(=O)Nc1ccnn1C1CCN(Cc2ccn[nH]2)CC1	0.9%	-7.6%	1.9%	-7.0%	-5.6%
COc1ccc(/C=C(/C#N)C(=O)Nc2cccnc2)cc1OC	-2.8%	-2.0%	0.7%	-2.6%	-12.3%
CC(=O)Nc1ccc(NC(=O)CSc2nnc(COc3ccccc3C)n2CC2CCCO2)cc1 (centres undefined)	-7.9%	14.7%	3.6%	24.5%	3.8%
COc1ccc(CNS(=O)(=O)c2ccc(N3CCCC3)cc2Br)cc1	nt	nt	i	nt	0.8%
O=C(c1ccccc1-n1cccn1)N1CCc2c([nH]c3ccccc23)C1c1ccccn1 (centres undefined)	21.4%	1.3%	10.2%	26.9%	nt
COc1cccc2cc(C(=O)Nc3cc(Cl)ccc3N3CCOCC3)c(=O)oc12	7.0%	1.5%	i	-7.2%	-2.8%
CC(C)NC(=O)N1CCCN(c2nc3ccc(Cl)cc3s2)CC1	7.9%	-2.3%	3.1%	24.8%	-3.1%
CCN(C(=O)COC(=O)c1ccc(O)cc1)c1cccc2ccccc12	2.4%	nt	1.6%	31.3%	2.7%
O=C(Nc1ccc2c(c1)OCCO2)c1cc2sccc2n1Cc1ccc(F)cc1	22.1%	-11.1%	3.8%	13.4%	-3.8%
CCc1cccc(OCCCCN(CC)CC)c1	-6.8%	5.3%	0.3%	-1.6%	-0.1%
COc1cccc(C(=O)N(CN2CCCC2=O)c2cc(C)on2)c1	1.1%	23.2%	3.6%	-3.0%	-0.7%
COc1ccc(S(=O)(=O)Nc2ccc3c(c2)OCO3)cc1	?	-12.3%	i	-0.8%	-13.9%
COc1ccc2[nH]cc(C(=O)NCCc3ccccc3)c(=O)c2c1	7.3%	-1.1%	9.2%	3.3%	0.3%
COc1ccccc1N1CCN(C2CCCN(C(=O)c3oc(C)cc3C)C2)CC1 (centres undefined)	-1.6%	-39.5%	8.4%	26.6%	3.3%
CC1=N/C(=C\c2ccc(OC(C)C)cc2)C(=O)N1c1ccc(C(=O)O)cc1	9.6%	-11.6%	1.6%	55.5%	-1.4%
COc1cc(C(=O)NCC(c2cccnc2)N2CCN(c3ccccc3)CC2)cc(OC)c1OC (centres undefined)	-8.2%	3.1%	0.7%	24.2%	4.7%
CCc1ccc(NC(=O)C2=CC(c3ccc(OC)c(OC)c3)=NS(=O)(=O)N2C)cc1	-5.9%	-6.1%	6.2%	21.4%	4.3%

Reprinted from the part before: six compounds; new compounds follow.
SMILES	M. tuberculosis HTS	PhoP GFP inhibition	inhibitors of VEEV	tuberculosis growth	influenza NS1A	others
COc1ccc(S(=O)(=O)Nc2ccc3c(c2)OCO3)cc1	?	-12.3%	i	-0.8%	-13.9%
COc1ccc2[nH]cc(C(=O)NCCc3ccccc3)c(=O)c2c1	7.3%	-1.1%	9.2%	3.3%	0.3%
COc1ccccc1N1CCN(C2CCCN(C(=O)c3oc(C)cc3C)C2)CC1 (centres undefined)	-1.6%	-39.5%	8.4%	26.6%	3.3%
CC1=N/C(=C\c2ccc(OC(C)C)cc2)C(=O)N1c1ccc(C(=O)O)cc1	9.6%	-11.6%	1.6%	55.5%	-1.4%
COc1cc(C(=O)NCC(c2cccnc2)N2CCN(c3ccccc3)CC2)cc(OC)c1OC (centres undefined)	-8.2%	3.1%	0.7%	24.2%	4.7%
CCc1ccc(NC(=O)C2=CC(c3ccc(OC)c(OC)c3)=NS(=O)(=O)N2C)cc1	-5.9%	-6.1%	6.2%	21.4%	4.3%
CNc1snc(C)c1C(=O)OCC(=O)c1ccc(OC)c(F)c1	-2.8%	nt	0.6%	12.9%	-12.8%
CC(C)NC(=S)N1CCN(C(c2ccccc2)c2ccccc2)CC1	17.0%	-2.1%	i	12.3%	8.4%
CCOC(=O)Cc1csc(NC(=O)C(C)Oc2ccc3c(C)cc(=O)oc3c2)n1 (centres undefined)	-1.2%	6.5%	1.4%	57.9%	-4.7%
CCN(CC)CCNC(=S)Nc1ccc(F)cc1	-2.5%	4.1%	1.6%	2.7%	5.2%
Cc1nc(-c2ccccc2)nc2sc(C(=O)c3ccc(F)cc3)c(N)c12	-7.4%	-0.1%	i	-2.9%	-13.8%
CCOC(=O)c1c(-c2ccccc2)csc1NC(=O)CSc1nc(N)cc(N)n1	1.6%	-1.2%	10.7%	19.8%	-1.3%
COc1ccc(CNCCNC(=O)c2cccs2)c(OC)c1OC	-2.5%	8.1%	1.4%	6.0%	-10.0%

2 compounds picked at random from those above, as already listed:
SMILES	M. tuberculosis HTS	PhoP GFP inhibition	inhibitors of VEEV	tuberculosis growth	influenza NS1A	others
CNc1snc(C)c1C(=O)OCC(=O)c1ccc(OC)c(F)c1	-2.8%	nt	0.6%	12.9%	-12.8%
COc1ccc(CNCCNC(=O)c2cccs2)c(OC)c1OC	-2.5%	8.1%	1.4%	6.0%	-10.0%

Ordered by formula weight (high to low): some entries from above.
SMILES	M. tuberculosis HTS	PhoP GFP inhibition	inhibitors of VEEV	tuberculosis growth	influenza NS1A	others
COc1ccc(C(=O)CSc2nnc(C(CO)NC(=O)c3ccc(OC)cc3)n2C)cc1 (centres undefined)	3.4%	2.7%	0.7%	5.5%	-24.3%
CN(C)S(=O)(=O)c1ccc(C(=O)NCC(C)(C)N2CCOCC2)cc1	-0.9%	7.6%	0.2%	-3.7%	-9.5%
O=C(CSc1ccccc1)N1CCN(c2ccc(F)cc2)CC1	-5.8%	5.0%	i	74.9%	0.2%
S=C(c1ccc(-c2ccc(Cl)cc2Cl)o1)N1CCCC1	5.0%	1.9%	i	69.2%	nt
CCN(CC)CCNC(=S)Nc1ccc(F)cc1	-2.5%	4.1%	1.6%	2.7%	5.2%
Cc1cc(C)c(C#N)c(OCC(=O)c2ccccc2)n1	-13.1%	4.4%	0.5%	-4.9%	1.3%
